Screening results as filed in PubChem.
TDP1 cell CPT – DT40-hTDP1 cell growth loss with CPT. chicken DT40 Tdp1-/-;hTDP1 cells + 20 nM CPT, ATP luminescence, 48 h. Potency, µM (titrated, usually from 46.2 µM), without a hit: at the top dose activity change, negative = growth inhibition, most hits filed as inhibitors. hit rate 12% among 420,000. AID 686979; note: nearly all actives have a fitted effect of over 55% in size
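Cell growth measured by CellTiter-Glo luminescence after a minimum 48 h, 37 C compound exposure with 20 nM CPT in Tdp1-knockout DT40 cells stably expressing hTDP1, seeded 400/well; qHTS titration format.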
TDP1 cell noCPT – qHTS for Inhibitors of human tyrosyl-DNA phosphodiesterase 1 (TDP1): qHTS in cells in absence of CPT. DT40 Tdp1-/- hTDP1 cells, no CPT, ATP luminescence, 48 h. Potency, µM (top dose mostly 46.2 µM), inactives show at the highest dose activity change, negative = growth inhibition, usual class: inhibitors. hit rate 15% among 420,000. AID 686978, 2013; note: nearly all actives have a fitted effect of over 55% in size
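Seeded 400 DT40-hTDP1 cells/well (vehicle DMSO, no 20 nM CPT); pinned compounds; ≥48 hr at 37 °C; CellTiter-Glo luminescence as viability measure.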
TDP1 inh – blocks human tyrosyl-DNA phosphodiesterase 1. Q9NUW8. recombinant TDP1, AlphaScreen DNA substrate cleavage. Potency, µM (highest dose often 130 µM), for inactives: at the top dose activity change, negative = inhibition, most hits filed as inhibitors. hit rate 0.28% among 350,000. AID 485290; note: nearly all actives have a fitted effect of over 40% in size
Target sequence (Q9NUW8 whole entry, looked up): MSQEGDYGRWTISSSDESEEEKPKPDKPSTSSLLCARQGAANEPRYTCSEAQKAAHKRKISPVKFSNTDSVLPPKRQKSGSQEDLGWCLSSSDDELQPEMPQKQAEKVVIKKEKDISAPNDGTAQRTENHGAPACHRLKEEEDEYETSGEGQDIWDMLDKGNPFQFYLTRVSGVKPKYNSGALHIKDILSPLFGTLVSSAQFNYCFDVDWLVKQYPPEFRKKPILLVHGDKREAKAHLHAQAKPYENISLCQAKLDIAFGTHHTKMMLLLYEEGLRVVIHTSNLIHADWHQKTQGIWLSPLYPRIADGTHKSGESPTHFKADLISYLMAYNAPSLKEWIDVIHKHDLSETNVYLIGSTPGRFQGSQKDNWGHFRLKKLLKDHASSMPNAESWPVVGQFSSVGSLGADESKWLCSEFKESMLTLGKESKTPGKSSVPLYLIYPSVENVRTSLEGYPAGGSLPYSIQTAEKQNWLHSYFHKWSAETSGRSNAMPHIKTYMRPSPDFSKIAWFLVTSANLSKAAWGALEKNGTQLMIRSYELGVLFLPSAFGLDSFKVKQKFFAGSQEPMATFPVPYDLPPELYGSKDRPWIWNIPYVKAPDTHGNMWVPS
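AlphaScreen read-out: signal falls as enzyme removes the 3' tyrosine-FITC from a 5'-biotinylated DNA oligo (15 nM, 5 min, RT). Enzyme was E. coli-made recombinant Tdp1 at 1 nM, exposed to compound for 15 min beforehand; beads 10 ug/ml, 10 min.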
Numbers without * were called inactive; ? = inconclusive; . = not tested or not shown; & = joins results of further samples; [ ] = another dose, or the depositor's remark. Calls come from the whole dose curve; as a rule, active = well fitted curve in the direction sought with a large enough effect; inconclusive = small, poorly fitted or top-dose-only effect, or another doubt; inactive = no such curve, though single readings can be large; an effect the other way counts as inactive or inconclusive. % is set by controls: 0 for no effect and ±100 for the full control effect; potency is the fitted concentration of half-maximal effect.

SMILES	TDP1 cell CPT	TDP1 cell noCPT	TDP1 inh
CCOC(=O)c1ccc(NC(=O)CC2C(=O)N(c3ccccc3)C(=O)N2Cc2cccs2)cc1 (stereo not given)	?	20.6µM*	9.0%
CCCC(=O)OC[C@@H](OC(=O)CCC)[C@@H](OC(=O)CCC)[C@H](Cn1c2nc(=O)[nH]c(=O)c-2nc2cc(C)c(C)cc21)OC(=O)CCC	6.68µM*	5.96µM*	.
COC(=O)c1cc2c(ccn2-c2ccc(F)cc2)n1Cc1ccc(C#N)cc1	?	?	8.1%
COc1ccc(S(=O)(=O)N2CN3CCN(C3)C2)cc1	?	?	.
Cc1ccc(C(C)C)cc1OCC(=O)Nc1ccccc1N1CCCC1	?	?	7.2%
CCOC(=O)[C@H]1[C@H]2COc3cc(OC)ccc3[C@@H]2N2C(=O)c3cc(OC)ccc3NC(=O)[C@@]12C	?	?	0.9%
CN(Cc1cnn(C)c1)Cc1nc(-c2ccc(Cl)cc2)no1	?	?	0.0%
O=C(NC1CCCC1)C(c1ccccc1)n1c(CSCCOc2ccccc2)nc2ccccc21 (stereo not given)	?	16.4µM*	.
Cc1ccccc1C(=O)NC(=S)Nc1cccc(NC(=O)C(C)C)c1	-3.7%	?	-3.7%
CC(C)(C)NC(=O)COc1ccc(S(=O)(=O)N2CCCC2)cc1	-6.2%	1.2%	.
O=C(NCC1CCCO1)c1cc2c(=O)[nH]c3ccccc3c2s1 (stereo not given)	-1.0%	-29.2%	0.0%
COc1ccccc1C(=O)O[C@H]1[C@H](Cc2ccccc2)NS(=O)(=O)[C@H]2C[C@@H]3C=C[C@]12O3	-27.9%&-7.2%	6.7%&-15.6%	0.7%
O=S(=O)(Cc1ccc(Cl)cc1)NCc1cccnc1	-6.3%	1.5%	8.9%
O=C(c1ccc(S(=O)(=O)N2CCC(c3nc4ccccc4s3)CC2)cc1)N1CCCCC1	-14.4%	-19.2%	.
O=C1CC(C2CCCO2)C(=O)N1c1ccc(Cl)c(Cl)c1 (stereo not given)	?	6.1%	-2.8%
O=C(CSc1nnc(CNC(=O)c2ccco2)o1)Nc1ccc(Cl)cc1	-9.7%	15.5%	1.3%
CCOc1ccccc1NC(=S)NCC1CCCO1 (stereo not given)	0.8%	0.3%	5.6%
Cc1cc(C(=O)N2CCN(c3ccccc3Cl)CC2)c(C)o1	20.6µM*	11.6µM*	5.1%
CC(C)c1ccc(NC(=O)CSC2=Nc3ccccc3C3=NC(CC(=O)NCc4ccco4)C(=O)N23)cc1 (stereo not given)	?	?	6.4%
O=c1c([N+](=O)[O-])cccn1Cc1ccc(F)cc1Cl	11.6µM*	20.6µM*	3.8%
CCOC(=O)N1CCN(C(=O)C(=O)N/N=C/c2ccc(OC)cc2OC)CC1	10.3%	-1.7%	3.7%
Cc1cccc2cc(CN(CC(C)C)S(=O)(=O)c3ccccc3)c(=O)[nH]c12	?	23.1µM*	2.7%
COc1nc(N)c(S(=O)(=O)c2ccccc2C)cc1C#N	-21.1%	-7.4%	-2.8%
O=S(=O)(NCCCN1CCOCC1)c1ccc(Cl)s1	?	23.1µM*	2.5%
Cc1nc2ccccc2n1CC(=O)OCC(=O)Nc1ccc2c(c1)OCCO2	-9.0%	-7.9%	6.0%
Next records
SMILES	TDP1 cell CPT	TDP1 cell noCPT	TDP1 inh
Cc1ccsc1C(=O)Nc1ccccc1N1CCOCC1	?	?	2.9%
Cc1c(C)c(C)c(S(=O)(=O)NCCC(=O)N2CCN(Cc3ccc(C#N)cc3)CC2)c(C)c1C	16.4µM*	8.2µM*	1.8%
Nc1nc(Br)c2ccccc2c1-c1ccc(F)cc1	-10.6%	-14.7%	-5.9%
O=C(CCC1CCCC1)Nc1cccc(Cc2ccncc2)c1	8.0%	-16.0%	0.0%
CCOC(=O)c1ccc(NC(=O)Nc2c(C)n(C)n(-c3ccccc3)c2=O)cc1	9.7%	-5.0%	-0.3%
CN(CC(=O)Nc1ccccc1C(F)(F)F)C(=O)COc1cccnc1[N+](=O)[O-]	1.0%	1.7%	8.1%
Cc1ccc(S(=O)(=O)NCCCn2ccnc2)cc1C(=O)NC(C)C	-3.1%	-5.2%	0.8%
CC(C)(C)c1ccccc1NC(=O)CN1C(=O)NC(Cc2ccccc2)C1=O (stereo not given)	-10.5%	-17.7%	0.1%
Cc1ccc(NC(=O)CCC(=O)NNC(=O)COc2ccc([N+](=O)[O-])cc2)c(C)c1	-23.9%	5.4%	0.7%
CC(C)(C)C(=O)CNS(=O)(=O)c1ccc(S(=O)(=O)NC2CCCC2)cc1	?	-17.3%	-1.0%
CCN(CC(=O)Nc1c(F)cccc1F)C(=O)C1COc2ccccc2O1 (stereo not given)	-17.6%	?	1.3%
O=C(Cn1cc(C(=O)c2cccs2)c2ccccc21)NCc1cccs1	?	-28.4%	5.2%
COc1ccc(-c2cn3c(C)c(C(=O)NC(C)(C)C)sc3n2)cc1	?	?	.
O=c1ccn(C2OC(COP(=O)(O)OP(=O)(O)OP(=O)(O)O)C(O)C2O)c(=O)[nH]1 (stereo not given)	-8.6%	-10.3%	9.7%[56.1 µM]
O=C(Cc1ccc(F)cc1)Nc1nnc(-c2ccc(F)cc2)o1	23.1µM*	?	0.5%
OC(C[n+]1ccccc1)c1ccccc1 (stereo not given)	-13.0%	13.5%	.
Cc1nc(CCNC(=O)C2CCC(=O)N(Cc3ccc(Cl)cc3)C2)sc1C (stereo not given)	-4.6%	2.3%	.
CCOC(=O)c1cc(S(=O)(=O)NCc2ccc(C)cc2)[nH]n1	?	-16.3%	5.3%
O=C(NCCN1CCOCC1)c1cccc(S(=O)(=O)N2CCCCCC2)c1	-0.5%	-19.8%	6.6%
Clc1ccc(Cn2ncc3c(N4CCCC4)ncnc32)cc1	-13.3%	?	9.8%
CC1CCN(CC(C)OC(=O)c2ccc3c(c2)OCCO3)CC1 (stereo not given)	7.3%	?	-2.5%
CCCCNC(=O)c1ccc2nc(CC)c(N(CC)CCN(C)C)n2c1	0.4%	-10.6%	.
Clc1ccc2nc(-c3cccc(Br)c3)c(Cc3ccsc3)n2c1	-0.2%	-8.7%	.
COc1cc2c(cc1OC)/C(=C/C(C)=O)OC2	-5.8%	-2.1%	.
COC(=O)C1CCN(Cc2ccc3c(c2)CN(C(=O)c2ncc(C)[nH]2)CCO3)CC1	3.3%[9.04 µM]	-12.8%	.
The listing continues:
SMILES	TDP1 cell CPT	TDP1 cell noCPT	TDP1 inh
COc1cc(CN2C[C@@H](CO)O[C@@H](n3cnc4c(N5CCCC5)ncnc43)C2)cc(OC)c1OC	-7.5%	-20.1%	.
CC(=O)Nc1ccc(S(=O)(=O)NC(C)C(=O)OCC(=O)NC2CCCC2)cc1 (stereo not given)	-4.9%	-5.2%	0.0%
O=S1(=O)CCN(CCCCc2ccccc2)CC1	-8.8%	-27.3%	.
Cn1cnnc1Sc1ccc(CN2CCOc3ccc(C4=CCCCC4)cc3C2)o1	-1.2%[9.04 µM]	?	.
O=C1CCCN1CCC1CCCCN1Cc1nc(-c2cnccn2)no1 (stereo not given)	-7.2%	1.2%	.
COC(=O)c1ccccc1NC(=O)C1CCN(C(=O)Cc2ccccc2)CC1	-13.1%	-13.6%	6.8%
CCCN(C(=O)COC(=O)CSc1ccc([N+](=O)[O-])cc1)C1CCS(=O)(=O)C1 (stereo not given)	?	?	0.8%
COc1ccccc1OCC(=O)NNC(=O)c1ccc(F)c(S(=O)(=O)N2CCOCC2)c1	-13.3%	-14.4%	0.3%
O=C(Nc1ccccc1)c1cc2c(=O)c3ccccc3oc2nc1C(F)(F)F	5.2%	-8.5%	4.9%
Cc1ccc(C(=O)N(CC(=O)NC2CCCC2)c2ccccc2C)s1	?	?	2.6%
CC12CN3CC(c4ccccc4)(CN(C1)C3c1ccc(Cl)cc1)C2=O (stereo not given)	?	?	-2.3%
COc1ccc(NC(=O)CN(C)C(=O)CCNC(=O)Nc2ccccc2)cc1	-6.4%	-12.9%	-3.7%
O=C1/C(=C\c2cc(Br)cc(Br)c2O)SC(=S)N1Cc1ccccc1	13µM*	14.6µM*	.
CCN(CC)S(=O)(=O)c1cccc(-c2nnc(SC(C)C(N)=O)n2CCc2ccccc2)c1 (stereo not given)	?	?	0.7%
OC(CNCc1ccccc1C(F)(F)F)C(F)(F)F (stereo not given)	10.8%	-25.2%	5.1%
COc1ccccc1N1CCN(C(=O)c2nn(C)c3c2CS(=O)(=O)c2ccccc2-3)CC1	?	?	6.4%&-6.5%
CCOc1ccc(NC(=O)N2CCN3CCCCC3C2)cc1 (stereo not given)	-1.6%	2.5%	-8.5%
COc1cc(NC(=O)c2cnc(N)s2)cc(C(=O)Nc2cccc(C(F)(F)F)c2)c1	?	18.4µM*	-8.3%
Clc1ccc2c(c1)-c1c(cnc3cc(-c4ccccc4)nn13)CO2	-16.4%	-14.0%	7.1%
O=C(c1cc2cc3ccc(Cl)cc3nc2o1)N1CCN(Cc2ccc3c(c2)OCO3)CC1	-4.2%	-20.9%	.
O=C(CSc1nnc(-c2ccncc2)n1-c1ccccc1Cl)Nc1ccc(C(=O)O)cc1	2.6%	-24.4%	-5.8%
CCSc1ncc(Cl)c(C(=O)Nc2ccc(S(N)(=O)=O)cc2)n1	-19.3%	?	.
CCC(C)(C(=O)NC1CCCCC1)N(Cc1ccco1)C(=O)CC1NC(=O)NC1=O (stereo not given)	1.0%	-1.3%	2.3%
O=C(COc1ccccc1)Nc1ccccc1C(=O)NC1CC1	-8.4%	?	.
CCc1cc(S(=O)(=O)O)c2cc(C(C)C)cccc1-2	3.6%	-0.2%	.
CN=C(Nc1ccccc1)SC1CC(=O)N(c2ccc(C(=O)OC)cc2)C1=O (stereo not given)	-27.3%	?	5.9%

Entries above that have a Cl atom (15):
SMILES	TDP1 cell CPT	TDP1 cell noCPT	TDP1 inh
CN(Cc1cnn(C)c1)Cc1nc(-c2ccc(Cl)cc2)no1	?	?	0.0%
O=S(=O)(Cc1ccc(Cl)cc1)NCc1cccnc1	-6.3%	1.5%	8.9%
O=C1CC(C2CCCO2)C(=O)N1c1ccc(Cl)c(Cl)c1 (stereo not given)	?	6.1%	-2.8%
O=C(CSc1nnc(CNC(=O)c2ccco2)o1)Nc1ccc(Cl)cc1	-9.7%	15.5%	1.3%
Cc1cc(C(=O)N2CCN(c3ccccc3Cl)CC2)c(C)o1	20.6µM*	11.6µM*	5.1%
O=c1c([N+](=O)[O-])cccn1Cc1ccc(F)cc1Cl	11.6µM*	20.6µM*	3.8%
O=S(=O)(NCCCN1CCOCC1)c1ccc(Cl)s1	?	23.1µM*	2.5%
Cc1nc(CCNC(=O)C2CCC(=O)N(Cc3ccc(Cl)cc3)C2)sc1C (stereo not given)	-4.6%	2.3%	.
Clc1ccc(Cn2ncc3c(N4CCCC4)ncnc32)cc1	-13.3%	?	9.8%
Clc1ccc2nc(-c3cccc(Br)c3)c(Cc3ccsc3)n2c1	-0.2%	-8.7%	.
CC12CN3CC(c4ccccc4)(CN(C1)C3c1ccc(Cl)cc1)C2=O (stereo not given)	?	?	-2.3%
Clc1ccc2c(c1)-c1c(cnc3cc(-c4ccccc4)nn13)CO2	-16.4%	-14.0%	7.1%
O=C(c1cc2cc3ccc(Cl)cc3nc2o1)N1CCN(Cc2ccc3c(c2)OCO3)CC1	-4.2%	-20.9%	.
O=C(CSc1nnc(-c2ccncc2)n1-c1ccccc1Cl)Nc1ccc(C(=O)O)cc1	2.6%	-24.4%	-5.8%
CCSc1ncc(Cl)c(C(=O)Nc2ccc(S(N)(=O)=O)cc2)n1	-19.3%	?	.
